# TRb-SRC2 inh: qHTS for Inhibitors of the Interaction of Thyroid Hormone Receptor and Steroid Receptor Coregulator 2; AID 1469, 2008; actives 0.065% (n = 280,000); TRbeta-SRC2 peptide binding, fluorescence polarization; receptor liganded with 1 µM T3; Potency, µM (top dose mostly 106 µM), for inactives: at the top dose activity change, negative = inhibition, usual class: inhibitors;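 also: plate controls were bound peptide for no effect and peptide without receptor for full effect; nearly all actives have a fitted effect of over 50% in size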
#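 Binding of a 20-amino-acid Texas Red SRC2 peptide (20 nM) to TRb ligand-binding domain (0.6 uM) with agonist T3 at 1 uM was followed by fluorescence polarization after a 5 hr room-temperature incubation.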
# GoLoco inh red: qHTS Assay for Inhibitors of RGS12 GoLoco Motif Activity (Red Fluorophore). Gai1:RGS12 GoLoco peptide FP, rhodamine, 10 min. Potency, µM (titrated, usually from 61.6 µM), for the others: at the top dose activity, negative = inhibition, most hits filed as inhibitors. actives 0.44% (n = 230,000). AID 880, 2007. Guanine nucleotide-binding protein G(i) subunit alpha-1 (Homo sapiens), P63096; active = well fitted inhibition curve with a large enough effect, not every such curve was filed as active; inactive = no such curve, though single readings can be large or run the other way; also: nearly all actives have a fitted effect of over 30% in size; many of its hits are not listed in these tables
# GAA inhib: qHTS Assay for Inhibitors of Human alpha-Glucosidase as a Potential Chaperone Treatment of Pompe Disease; AID 1466, 2008; actives 0.005% (n = 200,000); Potency, µM (series often up to 76.9 µM), for inactives: at the top dose activity change, negative = inhibition, actives largely listed as inhibitors; purified human GAA, 4-MU-alpha-glucoside fluorescence;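 also: plate controls were uninhibited enzyme wells for no effect and no-enzyme background for full effect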
#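 qHTS format, compound range up to 77 uM. Human lysosomal enzyme at 4 nM, 400 uM 4-MU glucoside substrate, pH 5.0, 20 min room temperature; fluorescence after alkaline stop gives activity normalized to controls.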
# L3MBTL1 inh: qHTS Assay for the Inhibitors of L3MBTL1 | actives 0.66% (n = 230,000) | AlphaScreen L3MBTL1–H3K9me1 peptide binding | Lethal(3)malignant brain tumor-like protein 1 (Homo sapiens), Q9Y468 | Potency, µM (highest dose often 57.1 µM), for the others: at the highest dose activity, negative = inhibition, actives largely listed as inhibitors | AID 485360, 2010; also: nearly all actives have a fitted effect of over 60% in size
# Target sequence (Q9Y468 whole entry, looked up): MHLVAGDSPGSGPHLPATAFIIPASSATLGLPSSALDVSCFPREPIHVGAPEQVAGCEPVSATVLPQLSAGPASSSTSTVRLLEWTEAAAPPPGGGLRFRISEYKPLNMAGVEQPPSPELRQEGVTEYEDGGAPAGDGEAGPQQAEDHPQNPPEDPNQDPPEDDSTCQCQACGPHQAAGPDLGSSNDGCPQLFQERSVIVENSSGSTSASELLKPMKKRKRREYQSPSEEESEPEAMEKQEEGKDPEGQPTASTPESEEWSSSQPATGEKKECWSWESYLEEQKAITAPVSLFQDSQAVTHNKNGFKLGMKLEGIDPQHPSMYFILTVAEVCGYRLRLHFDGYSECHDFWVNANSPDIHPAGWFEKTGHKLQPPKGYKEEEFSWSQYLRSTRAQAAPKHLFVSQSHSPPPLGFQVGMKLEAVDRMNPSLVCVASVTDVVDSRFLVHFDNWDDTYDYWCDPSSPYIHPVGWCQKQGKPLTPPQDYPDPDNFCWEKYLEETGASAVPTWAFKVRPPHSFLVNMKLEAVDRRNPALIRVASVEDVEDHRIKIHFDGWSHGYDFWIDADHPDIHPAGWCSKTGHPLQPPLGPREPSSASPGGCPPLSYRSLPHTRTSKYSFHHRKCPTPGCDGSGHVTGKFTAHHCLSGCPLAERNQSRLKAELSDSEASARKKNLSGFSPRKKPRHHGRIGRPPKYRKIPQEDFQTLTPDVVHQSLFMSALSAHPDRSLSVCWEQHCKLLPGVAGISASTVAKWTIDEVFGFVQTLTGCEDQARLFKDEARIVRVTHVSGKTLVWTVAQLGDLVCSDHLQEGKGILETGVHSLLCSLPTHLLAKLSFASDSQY
#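 AlphaScreen assay: L3MBTL1 (50 nM final) was preincubated 30 min at room temperature with biotinylated H3(1-15)K9me1 peptide (75 nM final), then 30 min with library compounds; streptavidin donor and nickel chelate acceptor beads (10 ug/mL final) added, 30 min dark.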
# TexasRed fluor: Total Fluorescence Counterscreen for Inhibitors of the Interaction of Thyroid Hormone Receptor and Steroid Receptor Coregulator 2 | TRb/SRC2 Texas Red total fluorescence interference | Potency, µM (top dose mostly 106 µM), for the others: at the top dose fluorescence change, negative = quenching | actives 0.29% (n = 280,000) | AID 1479, 2009; active = well fitted curve in either direction with a large enough effect; inconclusive = small, poorly fitted or top-dose-only effect
#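 Human TRβ ligand-binding domain (0.6 uM) and Texas Red SRC2 peptide (20 nM) in Tris buffer with 1 uM T3 and 5% DMSO were incubated with pinned compound for 5 hr at ambient temperature. Total fluorescence was computed as S + 2P (555/632 nm).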
# RECQ1 inh: qHTS Assay for Inhibitors of RecQ-Like Dna Helicase 1 (RECQ1); ATP-dependent DNA helicase Q1 (Homo sapiens), P46063; RECQ1 DNA unwinding, red fluorescence kinetic read; Potency, µM (series often up to 57.3 µM), for inactives: at the top dose activity, negative = inhibition, usual class: inhibitors; actives 0.54% (n = 240,000); AID 2549, 2010;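 also: plate controls were vehicle for no effect and no enzyme for full effect; nearly all actives have a fitted effect of over 30% in size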
#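 RECQ1T1 50 nM; forked duplex (20 bp + 30-nt ss tails) 200 nM, ATP 2 mM final; pH 8.0, 2 mM MgCl2, 2.5 ug/ml poly(dI-dC); 15 min compound preincubation; discontinuous kinetic read over 2 h at RT.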
# aGlu spleen mod: qHTS Assay for Inhibitors and Activators of Human alpha-Glucosidase From Spleen Homogenate. Lysosomal alpha-glucosidase (Homo sapiens), P10253. human spleen homogenate, 4-MU-alpha-glucoside fluorescence. Potency, µM (top dose mostly 79.9 µM), for the others: top-dose activity change, negative = inhibition, hits mostly inhibitors. actives 0.006% (n = 240,000);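 also: 0% = enzyme with vehicle and -100% = no enzyme basal signal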
#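 AC50 values come from Hill-equation fits of concentration-response data, normalized to no-enzyme and full-activity controls. Enzyme source: 1 ug human spleen homogenate; 1 mM fluorogenic 4-MU glucoside, pH 5.0 citrate buffer, 37 C, 40 min.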
# GAA glycogen mod: qHTS Assay for Inhibitors and Activators of Human alpha-Glucosidase Cleavage of Glycogen | Lysosomal alpha-glucosidase (Homo sapiens), P10253 | recombinant GAA, glycogen substrate, Amplex Red glucose oxidase fluorescence | Potency, µM (doses to about 76.4 µM), inactives show at the highest dose activity change, negative = inhibition, actives largely listed as inhibitors | actives 0.38% (n = 300,000) | AID 2100, 2009;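 also: 0% = full enzyme reaction and -100% = no-enzyme basal signal; the screen sought inhibitors and activators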
#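 Recombinant human enzyme (4 nM); glycogen substrate; 37 C, 40 min, pH 5.0. Readout: coupled glucose oxidase/Amplex Red fluorescence.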
# Starred values were filed as active, the others as inactive; i = inactive; ? = inconclusive; . = no result given; & = joins results of further samples; [ ] = another dose, or the depositor's remark. Unless noted, calls follow the shape of the dose curve; as a rule, active = well fitted curve in the direction sought with a large enough effect; inconclusive = small, poorly fitted or top-dose-only effect, or another doubt; inactive = no such curve, though single readings can be large; an effect the other way counts as inactive or inconclusive. Unless noted, % is scaled to controls: 0 for no effect and ±100 for the full control effect; potency is read from the fitted curve at half-maximal effect. Only part of the results is shown; count on the stated rates, not on these rows.
molecule,TRb-SRC2 inh,GoLoco inh red,GAA inhib,L3MBTL1 inh,TexasRed fluor,RECQ1 inh,aGlu spleen mod,GAA glycogen mod
CNC(=O)c1c(NC(=O)c2cccc(N3C(=O)CCC3=O)c2)sc2c1CCC2,-5%,-1%,.,.,-4%,i,-4%,9%
Cc1ccc(CSc2nnc(-c3ccco3)n2N)cc1,2%,-2%,4%,.,-3%,-16%,-8%,-3%
CC1=C(C(=O)OC(C)C)C(c2ccc(Br)s2)NC(=O)N1C (stereo unspecified),-6%,-5%,0%,0%,-1%,-3%,1%,5%
O=C(Nc1ccc(NC(=O)C2CC2)nc1)c1cnccn1,-2%,5%,3%,0%,-3%,-2%,-13%,-5%
Cc1cc2ncn(-c3ncnc4sc(C)c(C)c34)c2cc1C,2%,8%,-5%,-2%,-5%,-6%,-4%,1%
O=C(C1CC1)N1CCc2cc(S(=O)(=O)N3CCOCC3)ccc21,-1%,15%,1%,2%,3%,-13%,-10%,-4%
COc1ccc(OC)c(S(=O)(=O)N2CCC(C(=O)Nc3cc(C)ccc3C)CC2)c1,-10%,-15%,-2%,.,-3%,-5%,1%,-4%
COc1ccc(OC)c(C2OCCC=CC2C)c1 (stereo unspecified),6%[11.2 µM],.,.,.,-1%[11.2 µM],2%[11.5 µM],0%[17.4 µM],.
CCOC(=O)/C=C/COc1ccccc1[N+](=O)[O-],-8%,5%,-7%,0%,-1%,-6%,.,2%
O=C(NCC1CCCO1)c1onc(CSc2ccc(F)c(F)c2)c1C(=O)O (stereo unspecified),-19%,1%,5%,6%,-2%,-5%,4%,-13%
CC(C)(C)NC(=O)C(=O)NN=C1CCCCCC1,12%,19%,3%,-2%,-3%,i,5%,-21%
COc1ccc(C)cc1NC(=O)CSc1nnc(-c2cc3cccc(OC)c3o2)n1N,2%,12%,0%,.,0%,-3%,-3%,0%
CCCCCc1c(O)nc(SCCN(C)C)[nH]c1=O,-4%,6%,.,9%,0%,-1%,0%,6%
CCC(C)(C)C(=O)Nc1ncc(S(=O)(=O)c2ccc([N+](=O)[O-])cc2)s1,-13%,2%,0%,-1%,-3%,-13%,-11%,-4%
CCN(CC(=O)Nc1cc(C)c(Cl)cc1OC)CC(=O)NC1CCS(=O)(=O)C1 (stereo unspecified),-2%,4%,-4%,.,-1%,-2%,-2%,9%
CSC(=NCc1cccnc1)NS(=O)(=O)c1cccs1,-12%,0%,-13%,.,-2%,i,-3%,-1%
Cc1cc(Sc2nccn2C)ncc1[N+](=O)[O-],3%,1%,1%,11%,-5%,-14%,-2%,-3%
O=[N+]([O-])c1cccnc1Oc1ccc(C2SCCS2)cc1,-7%,5%,-10%[15.4 µM],?,-1%,-2%,10%,-8%
O=C(Nc1ccccc1)c1cccc(S(=O)(=O)N2CCCCC2)c1,-2%,5%,-15%,3%,-2%,-7%,-7%,0%
CN(CCNC(=O)c1ccc(N2CCCC2=O)cc1)CCc1ccccc1,-13%,5%,4%,2%,-2%,-5%,-1%,0%
CC(C)(C)NC(=O)CN1CCN(C(=O)CCl)CC1,-6%,0%,-2%,.,-6%,-5%,-6%,9%
COc1cc(CNCCCN2CCOCC2)cc(Br)c1OCC(=O)N1CCCCC1,.,6%,-2%,16%,.,-18%,-3%,-19%
O=C1CC(Sc2ncn[nH]2)C(=O)N1c1ccccc1 (stereo unspecified),-9%,0%,2%,.,-1%,-7%,4%,-1%
COc1cc(C(=S)N2CCOCC2)cc(OC)c1OC(=O)c1cc([N+](=O)[O-])c(C)c([N+](=O)[O-])c1,-10%,-5%,-2%,-5%,-6%,-14%,-6%,-10%
CC(=O)Oc1ccc2oc(=O)c3c(c2c1)CCCN3C(=O)CN1CCOCC1,1%,5%,0%,.,0%,-7%,1%,3%
CC(Sc1nnc(Cc2cccs2)n1C1CCCCC1)C(=O)N1CCc2ccccc21 (stereo unspecified),-5%,1%,-5%,.,0%,-10%,-15%,-4%
COc1ccc(Nc2oc(COc3ccc(Cl)cc3)nc2C#N)cc1,-1%,-1%,-11%,-26%,0%,-9%,-6%,?
O=C(Nc1ccc(CN2CCOCC2)cc1)c1cc2ccccc2o1,0%,8%,-1%,-6%,-4%,6%,3%,2%
COc1cccc(C2C3=C(CC(C)(C)CC3=O)OC(N)=C2[N+](=O)[O-])c1 (stereo unspecified),-5%,-5%,4%,0%,0%,2%,-8%,8%
CC(=O)c1ccc(N2CCN(C(=S)Nc3cccc(Cl)c3)CC2)cc1,6%,-4%,9%,-4%,-1%,-6%,-17%,4%

# A few values from the list:
# CC(=O)c1ccc(N2CCN(C(=S)Nc3cccc(Cl)c3)CC2)cc1 in GAA glycogen mod is listed with 4%
# CNC(=O)c1c(NC(=O)c2cccc(N3C(=O)CCC3=O)c2)sc2c1CCC2 in TRb-SRC2 inh is listed with -5%
# Cc1cc2ncn(-c3ncnc4sc(C)c(C)c34)c2cc1C in GAA glycogen mod is listed with 1%

# Continuation.
# Key to letters: A = TRb-SRC2 inh; B = GoLoco inh red; C = GAA inhib; D = L3MBTL1 inh; E = TexasRed fluor; F = RECQ1 inh; G = aGlu spleen mod; H = GAA glycogen mod
SMILES: Cc1ccccc1-n1nc2c(c1NC(=O)COc1ccc(Cl)cc1)CS(=O)C2 (stereo unspecified)
  A = 3%	B = 10%	C = -6%[15.4 µM]	D = 1%	E = 0%	F = -19%	G = -1%	H = -3%
SMILES: Cc1ccc(S(=O)(=O)N2CCCC2C(=O)NCc2ccc3c(c2)OCO3)cc1 (stereo unspecified)
  A = 0%	B = 9%	C = 4%	D = -3%	E = -3%	F = -4%	G = -15%	H = 14%
SMILES: Cc1nn(C)cc1N1C(=O)c2cccc3c(N)ccc(c23)C1=O
  A = 3%	B = 14µM*	C = -12%[15.4 µM]	D = 11%	E = -2%	F = ?	G = -1%	H = -6%
SMILES: CN(C)S(=O)(=O)N1CCc2ccccc21
  A = 6%	B = 2%	C = -1%	D = 0%	E = -2%	F = 5%	G = -7%	H = 8%
SMILES: O=C(CCNc1n[nH]c(=O)[nH]c1=O)N/N=C\c1ccc(Br)cc1
  A = -2%	B = -2%	C = .	D = .	E = 0%	F = -9%	G = 5%	H = 2%
SMILES: Brc1ccc(-c2nnc3n2C2(CCCC2)Cc2ccccc2-3)o1
  A = -6%	B = 2%	C = 1%	D = -5%	E = -2%	F = i	G = -4%	H = 2%
SMILES: CCOC(=O)C1CN(S(=O)(=O)c2ccc(C)cc2)c2cc(S(=O)(=O)CC)ccc2O1 (stereo unspecified)
  A = -10%	B = 0%	C = 4%	D = -2%	E = 0%	F = i	G = -1%	H = 4%
SMILES: Cc1ccc(CN2CC34C=CC(O3)C(C(=O)NCc3ccco3)C4C2=O)cc1 (stereo unspecified)
  A = 1%	B = 10%	C = -2%	D = 3%	E = 2%	F = i	G = 1%	H = 6%
SMILES: Cc1cc2ccccc2nc1Br
  A = 6%	B = 3%	C = -2%	D = 13%	E = 1%	F = -1%	G = -4%	H = 12%
SMILES: CCOC(=O)C(Cc1ccccc1)NC(=O)CCc1c(C)nc2nc(C)nn2c1C (stereo unspecified)
  A = -7%&-3%	B = 2%	C = -5%	D = .	E = 1%&-1%	F = 13%	G = -9%	H = 18%[76.3 µM]
SMILES: CCn1c(SCC(=O)NC(C)c2ccccc2)nc2ccccc21 (stereo unspecified)
  A = -5%	B = 8%	C = -8%	D = .	E = -1%	F = 19%	G = -14%	H = -6%
SMILES: CCN(CC)c1ccc(/C=N/NC(=O)c2ccc3nc[nH]c3c2)c(O)c1
  A = 1%	B = -1%	C = .	D = .	E = -8%	F = -10%	G = -7%	H = 2%
SMILES: CC(C)[C@@H](OCc1ccccc1)[C@H](C)/C=N\OC[C@@H](C)[C@H](OCc1ccccc1)C(C)C
  A = -7%[11.2 µM]	B = .	C = .	D = .	E = -1%[11.2 µM]	F = i[11.5 µM]	G = 2%[17.4 µM]	H = .
SMILES: COc1ccc(OCCSc2nc(N)cc(N)n2)cc1
  A = 11%	B = 14%	C = -8%	D = .	E = -1%	F = 0%	G = 4%	H = 0%
SMILES: COc1cc(C(=O)N2CCCC(c3nc(-c4cccs4)no3)C2)cc(OC)c1OC (stereo unspecified)
  A = 9%	B = 7%	C = 3%	D = 8%	E = -1%	F = -3%	G = -3%	H = -4%
SMILES: COc1ccc(NCC(=O)N/N=C/C=C/c2ccccc2[N+](=O)[O-])cc1
  A = 1%	B = 5%	C = -5%	D = -5%	E = -3%	F = -5%	G = 1%	H = 17%

# Sorted by length of the SMILES (rising): some entries from above.
# Key to letters: A = TRb-SRC2 inh; B = GoLoco inh red; C = GAA inhib; D = L3MBTL1 inh; E = TexasRed fluor; F = RECQ1 inh; G = aGlu spleen mod; H = GAA glycogen mod
SMILES: Cc1cc2ccccc2nc1Br
  A = 6%	B = 3%	C = -2%	D = 13%	E = 1%	F = -1%	G = -4%	H = 12%
SMILES: Brc1ccc(-c2nnc3n2C2(CCCC2)Cc2ccccc2-3)o1
  A = -6%	B = 2%	C = 1%	D = -5%	E = -2%	F = i	G = -4%	H = 2%
SMILES: CC(C)[C@@H](OCc1ccccc1)[C@H](C)/C=N\OC[C@@H](C)[C@H](OCc1ccccc1)C(C)C
  A = -7%[11.2 µM]	B = .	C = .	D = .	E = -1%[11.2 µM]	F = i[11.5 µM]	G = 2%[17.4 µM]	H = .
